HCT116 PTEN-null – growth suppression of PTEN-null HCT116, primary screen, cell-based, CellTiter-Glo | HCT116 PTEN-null viability, 60 h; hits give low values | viability, % at 10 µM | 140,000 compounds, 1.2% hits;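 active = viability at or below a set limit, 4 SD under the median of all tested compounds, cut at about 3.7% in these data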;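 also: PTEN knockout HCT116 line with beta catenin targeted HCT116 as companion control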
NPY Y2 blocker – NPY-Y2 receptor antagonists, primary screen, cell-based; Neuropeptide Y receptor type 2 (Homo sapiens), P49146; 140,000 compounds, 0.99% hits; NPY-Y2 expressing cells, antagonist mode; inhibition, % at 2.7 µM; in the data active = inhibition above about 17%;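 also: 0% = vehicle with agonist challenge and 100% = reference antagonist with challenge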
Target sequence (P49146 whole entry, looked up): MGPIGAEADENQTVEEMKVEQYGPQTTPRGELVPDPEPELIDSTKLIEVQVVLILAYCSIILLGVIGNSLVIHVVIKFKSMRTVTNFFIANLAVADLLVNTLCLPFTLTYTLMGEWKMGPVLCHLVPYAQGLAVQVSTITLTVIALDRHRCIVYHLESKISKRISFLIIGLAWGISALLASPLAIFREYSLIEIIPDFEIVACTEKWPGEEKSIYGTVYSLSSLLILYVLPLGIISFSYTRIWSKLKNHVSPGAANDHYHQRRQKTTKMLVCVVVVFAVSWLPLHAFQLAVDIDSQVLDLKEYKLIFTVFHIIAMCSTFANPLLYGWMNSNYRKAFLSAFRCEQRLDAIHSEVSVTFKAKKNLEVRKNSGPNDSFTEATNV
Yeast life ext – compounds extending yeast replicative lifespan, primary screen, S. cerevisiae, OD615; S. cerevisiae growth with nicotinamide; deaD strain in restrictive glucose medium; inhibition of the nicotinamide effect, % at 10 µM; 130,000 compounds, 0.68% hits;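 active = inhibition above a set limit, placed 3 SD over the median of all compounds, cut at about 26% in these data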;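 also: 0% = nicotinamide-treated wells and 100% = cells grown without nicotinamide; some compounds called inactive have numbers as strong as hits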
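Test system – modified budding yeast, DeaD strain · Compound – single dose 10 µM compound, 0.25% DMSO · Times – culture preincubation 4 h, compound exposure 48 h, both 30 °C · Detection – optical density (absorbance) at 615 nm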
Measles CPE – compounds protecting cells from measles virus cytopathic effect, primary screen, measles RdRp inhibitor project, single point, MLSMR library, absorbance | protection (pct of control), % at 4 µM | 140,000 compounds, 1.5% hits | Measles virus-infected cells, CPE protection; in the data active = protection mostly above about 24%, no sharp cut-off; inactive = mostly below about 26%; also: some compounds called inactive have numbers as strong as hits
Phagocyt inh – inhibitors of macrophage phagocytosis, primary screen, imaging, J774A.1 cells, IgG beads. J774A.1 macrophage IgG-bead phagocytosis. inhibition, % at 5 µM. 110,000 compounds, 0.07% hits;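 active = inhibition above the mean of the plate negative controls plus 5 SD, cut at about 13% in these data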;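 also: phagocytic index as fraction of beads internalized from green versus red external bead signal; plate controls were DMSO negative control for no effect and cytochalasin-D positive control for full effect; some results beyond the cut were filed as inactive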
BB579 growth dn – growth inhibitors of yeast BB579 in restrictive medium, primary screen, yeast lifespan-shortening project, S. cerevisiae; OD615, 48 h; inhibition, % at 10 µM; 140,000 compounds, 0.51% hits; AID 804, 2007;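 active = inhibition above a set limit, 3 SD over the mean compound inhibition, cut at about 44% in these data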; also: inactives centre near -24
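Assay system: S. cerevisiae DeaD strain BB579 yeast. Medium: CSMM-D restrictive synthetic medium containing dextrose (glucose). Times: 4 h cell preincubation, 48 h compound exposure, 30 °C humidified. Signal: OD615 turbidity measurement. Benchmarks: positive control amphotericin B 10 µg/mL.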
bCat KO growth – primary screen for growth suppressors in beta-catenin knockout HCT116 cells (colon tumor, human); HCT116 beta-catenin knockout viability, CellTiter-Glo, 60 h; hits give low values; viability, % at 10 µM; 140,000 compounds, 1.5% hits;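 active = viability at or under a set limit, the compound median less 4 SD, cut at about 6% in these data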;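 also: 0% = Hyamine 1622 control at 20 µM and 100% = untreated cell control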
E-sel TNF inh – E-selectin induction blockers in HUVEC – imaging, immunofluorescence, high content, primary screen; HUVEC TNFa-induced E-selectin immunofluorescence; inhibition, % at 2 µM; 120,000 compounds, 0.71% hits;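 active = inhibition above the batch mean plus 3 SD, and confirmed as a hit on visual image review, cut at about 43% in these data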;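 also: 0% = TNF-stimulated DMSO wells and 100% = unstimulated control wells; not every result past the cut was called active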
GALR2 antag – GALR2 antagonists in receptor-expressing cells, primary screen | Galanin receptor type 2 (Homo sapiens), O43603 | antagonist mode | inhibition, % at 4 µM | 140,000 compounds, 0.39% hits | AID 828, 2007; in the data active = inhibition above about 27%;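 also: cells stimulated with galanin 1-16 at roughly its EC80; 0% = agonist challenge control and 100% = basal control without agonist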
Target sequence (O43603 whole entry, looked up): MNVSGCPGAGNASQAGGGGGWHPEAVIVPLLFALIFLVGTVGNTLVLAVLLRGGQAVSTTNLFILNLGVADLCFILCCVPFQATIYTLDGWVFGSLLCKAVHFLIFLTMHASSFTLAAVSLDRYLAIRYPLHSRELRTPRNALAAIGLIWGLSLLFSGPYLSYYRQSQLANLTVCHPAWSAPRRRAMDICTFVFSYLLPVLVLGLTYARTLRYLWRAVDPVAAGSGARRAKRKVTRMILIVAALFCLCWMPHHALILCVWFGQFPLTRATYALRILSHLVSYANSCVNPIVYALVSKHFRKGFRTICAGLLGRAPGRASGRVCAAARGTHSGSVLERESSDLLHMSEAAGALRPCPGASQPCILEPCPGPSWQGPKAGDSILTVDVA
MRP-1 activ – H69AR viability gain despite doxorubicin, primary screen, MRP-1 activator project, H69AR cells, CellTiter-Glo; viability rescue; 140,000 compounds, 0.61% hits; viability increase, % at 10 µM;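 active = viability gain under doxorubicin at or above a set limit, the compound median plus 3 SD, cut at about 4.7% in these data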;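 also: MRP-1 overexpressing cells given doxorubicin 25 µM after compound pretreatment; 18-22 h compound pretreatment then 72 h with doxorubicin before readout; 0% = doxorubicin-only wells and 100% = vehicle-treated cells without doxorubicin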
Numbers without * were called inactive; x = no result given. Compounds were not picked by outcome; about 6.1% have a hit in one of these screens.

canonical_smiles | Phagocyt inh | BB579 growth dn | HCT116 PTEN-null | Yeast life ext | MRP-1 activ | bCat KO growth | E-sel TNF inh | NPY Y2 blocker | Measles CPE | GALR2 antag
CCOC(=O)C1=C(c2ccccc2)NC(SCC(N)=O)=C(C#N)C1c1cccnc1 (stereo unspecified) | -0.6 | -48.0 | 80.1 | -5.2 | -2.2 | 82.0 | -62.0 | 2.2 | 20.4 | 7.0
Cc1ccc(Cn2c(-c3nonc3N)nc3ccccc32)cc1 | 2.0 | -40.8 | 80.4 | -1.4 | -3.9 | 83.4 | 6.3 | 20.8* | -0.4 | -16.9
COC(=O)CSc1nnc(-c2ccc(S(=O)(=O)NCc3cccs3)cc2)o1 | -0.4 | -22.7 | 100.0 | -12.2 | -0.8 | 100.6 | x | 1.5 | 8.8 | -5.8
Cc1cccn2c(=O)c(/C=C(\C#N)S(=O)(=O)c3ccccc3)c(N3CCN(C)CC3)nc12 | -0.6 | -16.4 | 101.8 | -4.7 | -1.8 | 92.6 | 7.7 | -2.0 | 17.4 | 12.7
CC(C)n1c(SC2CCOC2=O)nc2ccccc21 (stereo unspecified) | -1.1 | 3.0 | 89.0 | -22.6 | -2.5 | 106.1 | 50.9 | 1.3 | 3.8 | 14.7
CCc1nc(OCc2ccco2)c2sc3nc4c(cc3c2n1)COC(C)(C)C4 | 6.7 | 3.1 | 95.1 | -11.6 | -1.6 | 101.8 | 29.4 | 4.6 | 13.5 | -28.0
Cc1cc(C)n(C(=O)c2ccc(C)c(F)c2F)n1 | -5.7 | -26.2 | 98.3 | -6.5 | 0.5 | 88.8 | -8.2 | 1.2 | 22.1 | 6.1
CCOC(=O)c1c(C2CCN(C(=O)OCC)CC2)nc2ccccn12 | -0.5 | 4.4 | 84.5 | 5.2 | -1.5 | 97.8 | -6.8 | 5.5 | 7.5 | -7.5
O=C(NC1CCCCCCC1)C1CCN(c2nc3ccccc3o2)CC1 | 0.7 | -26.8 | 72.5 | -3.5 | -1.2 | 67.3 | 0.8 | 1.6 | 3.4 | -10.1
CN(/N=C/c1cc([N+](=O)[O-])ccc1O)c1ccccc1 | -5.1 | -22.9 | 92.9 | -1.2 | 0.1 | 98.3 | x | 2.4 | 19.2 | 2.7
Cn1cc(C(=O)N2CCN(C(=O)c3ccco3)CC2)c2c3ccccc3n(C)c2c1=O | 2.1 | -49.8 | 88.4 | -17.5 | -1.0 | 89.9 | x | 0.7 | 20.0 | -8.8
COc1ccc(NC(=O)NCCCN2CCCC2=O)cc1 | 0.0 | -2.4 | 89.2 | -9.3 | 0.7 | 87.3 | 17.8 | -0.1 | 14.5 | 14.4

Continuation.
canonical_smiles | Phagocyt inh | BB579 growth dn | HCT116 PTEN-null | Yeast life ext | MRP-1 activ | bCat KO growth | E-sel TNF inh | NPY Y2 blocker | Measles CPE | GALR2 antag
COc1ccc(Cn2nnnc2CN2CCc3ccccc32)cc1 | -3.7 | -74.4 | 80.6 | 0.8 | -2.2 | 79.9 | -25.1 | 6.2 | 30.6 | -0.1
C=CCN(c1ccc(C(=O)N2CCN(c3ccc(F)cc3)CC2)cc1)S(C)(=O)=O | -0.3 | -41.9 | 95.5 | -7.7 | -1.3 | 94.7 | -23.7 | 2.0 | 11.2 | 2.0
COc1cc(-c2c(C#N)c(=O)[nH]c3c2c(C)nn3-c2ccccc2)ccc1O | -0.4 | -14.9 | 104.7 | -16.9 | 0.1 | 95.7 | -5.4 | 6.2 | 5.0 | 15.6
CC(C)(C)c1ccc(OCCNC(=S)NC(=O)c2cccnc2)cc1 | -6.7 | -19.9 | 84.3 | 1.6 | -3.0 | 81.9 | x | 1.8 | 14.7 | 0.1
COc1ccc(C2NC(=O)c3n[nH]c(C)c32)c(OC)c1 (stereo unspecified) | 0.2 | -25.9 | 100.0 | -3.9 | -1.4 | 104.2 | x | 2.9 | 10.6 | 6.6
O=C(NC1CCS(=O)(=O)C1)C1CCCN(S(=O)(=O)c2ccc(Cl)cc2)C1 (stereo unspecified) | x | -18.2 | 97.1 | 2.2 | -0.9 | 85.1 | -25.2 | 0.7 | 6.4 | -0.6
CC(C)(C)C(=O)NC(=S)Nc1ccccc1C(=O)Nc1ccccc1 | 4.4 | -37.2 | 93.3 | -7.0 | -3.2 | 103.8 | -47.2 | 1.3 | 3.0 | -0.4
CC1CCC2(CC1)NC(=O)N(CC(=O)c1cccn1C)C2=O (stereo unspecified) | 1.0 | -39.1 | 81.4 | 12.1 | -2.9 | 79.5 | 22.0 | 1.2 | 33.3 | 5.2
CCCc1c2ccccc2nc2ccccc12 | -4.9 | -48.3 | 91.3 | 8.7 | -2.6 | 92.6 | -7.1 | 3.2 | 7.5 | -5.9
CC12CCC(C(=O)Nc3nccs3)(OC1=O)C2(C)C (stereo unspecified) | x | -26.2 | 97.0 | 2.3 | 0.5 | 101.3 | 1.0 | -1.2 | 2.6 | 10.4
O=C(NCc1ccccc1)C1(c2ccccc2)CCN(S(=O)(=O)c2ccccc2)CC1 | -2.7 | -1.6 | 81.0 | -7.0 | 0.1 | 85.8 | 7.9 | 0.5 | 7.0 | -3.6
CN(CCO)c1cc(N2CCC3(CC2)OCCO3)c2nonc2c1[N+](=O)[O-] | x | -22.9 | 100.9 | 2.6 | -2.1 | 95.3 | -5.8 | -0.8 | 0.6 | -1.4

Next section.
canonical_smiles | Phagocyt inh | BB579 growth dn | HCT116 PTEN-null | Yeast life ext | MRP-1 activ | bCat KO growth | E-sel TNF inh | NPY Y2 blocker | Measles CPE | GALR2 antag
CCc1ccc(OCC(=O)N/N=C(\C)c2ccc(OC(F)F)cc2)cc1 | -6.5 | -30.8 | 94.1 | -2.9 | -1.4 | 93.6 | x | 3.3 | 1.8 | -10.1
O=C1c2ccccc2C(=O)N1CCN1CCCCC1 | -4.8 | 2.4 | 90.8 | -9.0 | -3.3 | 95.1 | -5.6 | 5.6 | 7.8 | -10.6
CCNC(=S)NS(=O)(=O)c1ccccc1 | 2.2 | 10.0 | 100.4 | -7.4 | -0.8 | 108.9 | 48.2 | 0.1 | 3.9 | 2.3
Cc1cc(=O)cc(C)[nH]1 | -0.4 | -48.4 | 107.2 | 3.9 | -0.6 | 95.6 | 10.8 | -2.5 | 17.8 | 8.8
CCc1nnc(NC(=O)CSc2nc3cccnc3n2Cc2ccccc2)s1 | x | -35.7 | 92.2 | x | -3.8 | 94.3 | 10.1 | 7.8 | 5.2 | 6.6
CN(C)c1ccc(NC(=O)CCCc2ccccc2)cc1 | -0.1 | -35.5 | 90.6 | -14.4 | 1.0 | 93.6 | -11.6 | 4.0 | 5.2 | -12.9
CC(C)c1ccccc1NC(=O)Cn1c(-c2ccccc2Cl)nc2ccccc21 | -1.1 | -1.9 | 63.8 | 3.1 | -2.6 | 63.9 | 2.4 | 12.7 | 4.9 | 9.8
CN(CC(=O)O/N=C(\N)c1ccccn1)S(=O)(=O)c1ccc(Br)cc1 | -0.9 | -17.4 | 104.1 | -1.8 | -1.0 | 87.3 | -30.9 | 4.1 | 15.4 | -4.8
Cc1ccc2nsnc2c1S(=O)(=O)N(Cc1ccco1)Cc1cc2cccc(C)c2[nH]c1=O | 1.2 | -19.8 | 84.9 | -4.7 | -3.5 | 74.7 | x | 0.5 | 5.4 | 2.9
C/C(=N\NC(=O)c1c(Cl)c(C)nn1C)c1cccc(NC(=O)COc2ccccc2)c1 | -1.1 | -4.1 | 91.5 | -6.3 | -3.2 | 89.5 | -10.9 | 4.9 | 11.6 | -0.3
CCCOc1ccc(C(O)CCNC(CC(=O)O)c2ccccc2)cc1 (stereo unspecified) | -1.7 | -23.4 | 102.5 | 1.7 | 0.1 | 102.5 | 0.8 | 1.3 | 4.0 | -6.6
CC(=O)Nc1ccc(N2CCN(C(=O)c3cccs3)CC2)cc1 | -0.9 | -15.5 | 107.3 | -6.3 | -0.7 | 95.3 | 16.9 | -1.2 | 9.2 | 8.4

Next compounds follow.
canonical_smiles | Phagocyt inh | BB579 growth dn | HCT116 PTEN-null | Yeast life ext | MRP-1 activ | bCat KO growth | E-sel TNF inh | NPY Y2 blocker | Measles CPE | GALR2 antag
COC(=O)Cn1c(=NC(=O)C2COc3ccccc3O2)sc2cc(S(N)(=O)=O)ccc21 (stereo unspecified) | -12.1 | -24.5 | 96.4 | 0.1 | -1.4 | 83.1 | x | 1.7 | 3.5 | -4.0
CCOC(=O)c1nc(Nc2ccccc2)c2ccccc2n1 | -1.9 | -14.8 | 106.2 | -6.0 | -1.9 | 102.0 | x | -2.4 | 19.7 | -6.4
COC(=O)c1cccc(NC(=O)CCc2cc(OC)c(OC)c(OC)c2)c1 | -3.1 | -18.4 | 86.0 | -0.6 | 0.3 | 90.1 | -24.9 | 0.1 | 11.6 | 14.3
CCN(CC(=O)Nc1ccc2c(c1)OCCO2)Cc1cc(=O)oc2c(C)c(C)ccc12 | 0.5 | -40.6 | 93.1 | -2.4 | -2.8 | 88.2 | 0.1 | 3.4 | 9.9 | 6.5
Cc1sc2ncnc(N3CCN(c4ncccn4)CC3)c2c1C | -0.5 | -26.4 | 79.4 | -23.5 | -1.4 | 101.0 | x | 4.7 | 5.2 | -7.7
CS(=O)(=O)N(CC(=O)Nc1ccc2c(c1)OCO2)c1ccc(Cl)cc1 | 2.9 | -55.5 | 91.2 | -5.1 | -1.6 | 95.1 | -20.3 | 1.1 | 13.8 | 9.3
O=C(Nc1ccc2c(c1)OCCO2)c1cnc2n(c1=O)CCS2 | -0.4 | -4.8 | 106.2 | -8.8 | 0.9 | 96.3 | x | -0.5 | 24.1 | -4.5
CC1(C)CC(=O)C2=C(C1)N1CCCCC1CC2=O (stereo unspecified) | 0.1 | -46.0 | 102.3 | -0.5 | 0.1 | 97.7 | x | 3.3 | 7.4 | -0.2
COC(=O)c1nnn(CC(=O)Nc2ccc(C)c(F)c2)c1C(=O)OC | 1.9 | 6.3 | 90.2 | -10.7 | 0.0 | 107.9 | -17.4 | 2.6 | 3.5 | 1.2
O=C(O)C1CCCCN1S(=O)(=O)c1ccc(Cl)s1 (stereo unspecified) | -1.0 | -30.1 | 107.1 | -9.0 | -0.8 | 93.4 | 6.9 | 0.4 | 28.4 | -6.2
Cc1ccc(C)c(N(CC(=O)Nc2ccccc2C(=O)NCc2ccco2)S(=O)(=O)c2ccccc2)c1 | -7.3 | -50.8 | 65.8 | 10.9 | 0.7 | 68.8 | x | 3.9 | 2.6 | 0.2
Cc1ccc(C(=O)CSc2nnc(-c3ccco3)n2Cc2ccccc2)cc1 | -1.6 | -45.6 | 81.9 | -8.6 | -0.8 | 82.2 | -8.1 | 7.1 | 6.9 | 6.9
